Compound activity from PubChem BioAssay.
VLA-4 agonist = allosterically activates the human VLA-4 integrin. AID 528. 24,000 tested, under 10 active. activation, % at 10 µM (by protocol). Jurkat cells, LDV-FITC binding, flow cytometry;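 active = fluorescent ligand binding to cells raised by more than 40% of the manganese-induced maximum; inconclusive = compound's own fluorescence above 85% of the ligand control signal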;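 note: 0% = ligand binding without compound and 100% = manganese-stimulated maximal binding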
Target sequence (P13612 whole entry, looked up): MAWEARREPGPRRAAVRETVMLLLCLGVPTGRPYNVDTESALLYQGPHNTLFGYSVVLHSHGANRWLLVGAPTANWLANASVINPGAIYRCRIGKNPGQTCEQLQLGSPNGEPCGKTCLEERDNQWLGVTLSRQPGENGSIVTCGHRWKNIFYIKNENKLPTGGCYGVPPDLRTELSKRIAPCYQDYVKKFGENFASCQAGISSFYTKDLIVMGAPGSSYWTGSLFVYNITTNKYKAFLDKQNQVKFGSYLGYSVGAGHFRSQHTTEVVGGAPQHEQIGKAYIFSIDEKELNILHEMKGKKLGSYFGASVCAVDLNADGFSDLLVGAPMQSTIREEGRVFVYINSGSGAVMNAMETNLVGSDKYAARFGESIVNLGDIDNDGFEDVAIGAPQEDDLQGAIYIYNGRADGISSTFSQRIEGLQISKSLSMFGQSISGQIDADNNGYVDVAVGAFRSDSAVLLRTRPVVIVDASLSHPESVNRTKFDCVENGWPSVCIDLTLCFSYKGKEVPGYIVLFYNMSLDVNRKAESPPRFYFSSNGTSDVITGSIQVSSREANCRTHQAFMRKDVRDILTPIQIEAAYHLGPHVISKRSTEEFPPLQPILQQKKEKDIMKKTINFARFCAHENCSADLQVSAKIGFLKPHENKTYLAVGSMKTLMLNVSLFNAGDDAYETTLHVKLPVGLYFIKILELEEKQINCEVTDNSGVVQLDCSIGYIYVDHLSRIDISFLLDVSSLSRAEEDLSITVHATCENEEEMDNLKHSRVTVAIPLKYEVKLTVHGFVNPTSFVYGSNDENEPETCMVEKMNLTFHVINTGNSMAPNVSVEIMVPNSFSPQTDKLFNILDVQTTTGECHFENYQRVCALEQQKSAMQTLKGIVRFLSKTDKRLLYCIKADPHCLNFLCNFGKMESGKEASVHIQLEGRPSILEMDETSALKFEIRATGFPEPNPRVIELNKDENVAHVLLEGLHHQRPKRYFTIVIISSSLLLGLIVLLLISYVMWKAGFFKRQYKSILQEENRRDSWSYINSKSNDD
LNCaP diff act = activators of LNCaP prostate cell differentiation; flow cytometry side scatter, 4 d; side scatter shift, % at 10 µM; 24,000 compounds, 0.56% hits; AID 795;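 active = side scatter shift above 30%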;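 note: androgen-responsive LNCaP prostate cancer cells in charcoal-stripped serum medium; percent of cells past a gate set so DMSO wells show 10% shift; higher shift means more granular cells and more differentiation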
VLA-4 antagonist = blocks LDV-FITC ligand binding to Mn2+-activated human VLA-4 integrin; P13612; Jurkat cells, LDV-FITC binding with Mn2+, flow cytometry; 100% = Mn2+-driven binding gain fully reversed; inhibition, % at 10 µM (by protocol); 24,000 compounds, 0.2% hits; AID 529;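 active = inhibition above 50%; inconclusive = compound itself fluorescent, judged against control cell fluorescence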;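 note: 0% = Mn2+ stimulated cells lacking compound and 100% = ligand binding without Mn2+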
Jurkat autofluor = compound fluoresces in Jurkat cells, VLA-4 screen interference; fluorescence ratio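 (tested at 10 µM compound in the well)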; AID 576; compound autofluorescence, flow cytometry; stronger effect = higher value; 1 = vehicle-only cell background; 24,000 compounds, 0.61% hits;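 active = fluorescence ratio above 2.44, which is 1 plus 3 SD of all ratios; inconclusive = signal too bright to measure linearly, ratio around 10 or more; inactive = fluorescence ratio below 2.44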;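 note: green fluorescence of cells measured with 488 nm excitation and 530 nm emission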
The depositor's hits bear a star; ? = inconclusive.

Molecule,VLA-4 agonist,LNCaP diff act,VLA-4 antagonist,Jurkat autofluor
O=C(NCCN1CCCCCC1)C1CC(=O)N(CCc2ccccc2)C1 (stereo not drawn),2.0,8.0,-3.0,0.93
O=C(CN1CCN(c2ccc(F)cc2)CC1)Nc1ccc(F)c(F)c1,9.0,3.0,1.0,0.89
O=C(NC1CCCC1)C1CCC(=O)N1C1CCCC1 (stereo not drawn),-11.0,6.0,-1.0,1.04
COc1cc(OC)c(C2N(c3ccc(Cl)cc3)C(=O)C3CCCN32)cc1OC (stereo not drawn),1.0,12.0,-4.0,1.15
COc1ccc(CN2CC(C(=O)NCCCN3CCN(Cc4ccccc4)CC3)CC2=O)cc1 (stereo not drawn),2.0,3.0,-1.0,0.91
COC(=O)c1ccc(CSc2nc3c(cnn3-c3ccc(F)cc3)c(=O)[nH]2)o1,-2.5,6.0,-1.0,1.12
CCN1C(=O)c2ccc(C(=O)O)cc2C1=O,2.0,3.0,-12.0,1.03
Cc1cccc(-c2nnn(CC/C(N)=N/O)n2)c1,0.5,10.0,-12.0,1
Cc1cccc(NC(=O)Cn2cnc3ccc(S(=O)(=O)N4CCC(C)CC4)cc3c2=O)n1,?,8.0,?,1.22
O=C(NC1CCCCC1)C1CCN(S(=O)(=O)N2CCOCC2)CC1,-4.0,17.0,-13.0,1.07
S=C(c1ccc(-c2cc(Cl)ccc2Cl)o1)N1CCOCC1,-3.0,4.0,3.5,0.98
O=C(CN1CCC(O)(c2ccc3c(c2)OCO3)CC1)OC1CCCCC1,-5.7,4.0,-9.7,0.98
CCOC(=O)c1cccc(NC(=O)CN(C)S(=O)(=O)c2cnc[nH]2)c1,3.0,16.0,21.0,1.07
Cc1onc(-c2ccccc2Cl)c1C(=O)Oc1cc(N)n(S(=O)(=O)c2ccc(F)cc2)n1,-11.0,10.0,5.0,0.98
Cc1ccc(-c2ccc(=O)n(CC(=O)NCCN3CCCCC3C)n2)cc1 (stereo not drawn),2.0,9.0,-15.0,0.93
COc1ccc(N(C(=O)c2cccc(OC)c2OC)C2C=CS(=O)(=O)C2)cc1 (stereo not drawn),-2.0,5.0,14.0,1.05
CCCS(=O)(=O)NCc1cn2cccc(C)c2n1,5.0,7.0,9.0,1.04
Cc1ccc(-c2cc(C(F)F)nc(N3CCC(C)CC3)n2)cc1,-4.7,10.0,-7.3,1
Cc1cc(C)n(CC2CC(=O)N(c3ccc(Cl)c(Cl)c3)C2=O)n1 (stereo not drawn),1.5,9.0,-10.0,0.99
Cc1cnc(C(=O)OCC(=O)Nc2ccc(Cl)cc2Cl)cn1,3.0,5.0,-8.5,1.07
COc1ccc(C(=O)N(CN2CCCC2=O)c2cc(C)on2)cc1OC,2.0,4.0,1.0,1.02
CCN(CCCn1c(SCC#N)nc2ccccc2c1=O)c1ccccc1,?,2.0,?,1.11
CCCCCn1c(CNC(C)=O)nc2ccccc21,-1.0,4.0,-8.0,1.04
CC1CCCC(C)N1C(=O)c1cc(-c2cccs2)on1 (stereo not drawn),-2.0,2.0,28.0,1.06
O=C(C1CCC1)N1CCc2cc(S(=O)(=O)NC3CCCC3)ccc21,-3.0,8.0,-6.0,1.15

Next part:
Molecule,VLA-4 agonist,LNCaP diff act,VLA-4 antagonist,Jurkat autofluor
Cc1ccc(NC2=NC3(CCCCC3)N=C(N)N2)c(C)c1,-0.3,6.0,-7.7,1.05
CCOC(=O)N1CCN(C(=O)CCC(=O)N2CCOc3ccc(C)cc32)CC1,0.0,1.0,1.0,1.05
COCCN1C=C(C(=O)OC)C(c2cc3c(cc2Br)OCO3)C(C(=O)OC)=C1,-2.0,8.0,-2.5,1.04
COc1ccc(-n2nnc3c(SCC(=O)Nc4ccc5c(c4)OCCO5)ncnc32)cc1,?,11.0,?,1.77
O=C(CSc1c[nH]c2ccccc12)N1CCOCC1,-2.0,29.0,1.0,0.94
COC(=O)c1cccc(NC(=O)NC2CCCN2S(=O)(=O)c2ccc(Cl)cc2)c1 (stereo not drawn),0.5,1.0,-11.0,1.03
O=C(c1ccco1)N1CCN(C(=O)C(Cc2ccccc2)NS(=O)(=O)c2cccs2)CC1 (stereo not drawn),0.0,3.0,8.0,1.13
CCN1CCCC1CNC(=O)CCNC(=O)c1cc(OC)c(OC)c(OC)c1 (stereo not drawn),9.0,13.0,-31.0,1.03
COc1cc(/C=N/n2cnnc2)ccc1OCC(=O)N1CCOCC1,2.5,4.0,-11.0,0.96
O=C(OCC#CCSc1nnc(-c2ccccc2)o1)c1cccs1,-4.0,8.0,-0.5,1.02
CCOc1ccc(-c2nnc(SCC(=O)N3CCOCC3)o2)cc1,2.0,3.0,-9.0,1
COc1ccc(-c2cc(C(F)(F)F)nc(NCc3ccco3)n2)cc1OC,1.0,2.0,-7.0,1.09
COc1ccc(Br)cc1CNC(=O)C1CCC(=O)N1C(C)C (stereo not drawn),1.0,10.0,2.0,1
COc1ccc(C2C3=C(CCCC3=O)Nc3nc(C(F)(F)F)nn32)c(OC)c1OC (stereo not drawn),6.0,13.0,-11.0,1.06
Cn1cccc1Cc1nnc(SCC(=O)NC2CCCC2)n1-c1ccc(F)cc1,-1.0,9.0,-10.0,1.05
CC1(C)C2CCC1(C)C(OC(=O)CSc1nc(N)cc(=O)[nH]1)C2 (stereo not drawn),3.5,8.0,-2.0,1.06
O=C(CCn1c(=O)oc2ccccc21)N(Cc1ccccc1)c1ccccn1,5.0,7.0,-15.0,1.02
O=C(Cn1cccc1C(=O)c1ccccc1)NCc1ccccn1,1.0,7.0,42.0,1.06
O=C(CCn1c(=S)oc2ccccc21)Nc1ccc2c(c1)OCCO2,2.0,8.0,-2.0,1.04
CCOC(=O)c1oc2ccccc2c1NC(=O)c1cccs1,3.0,3.0,17.0,0.97
CC(=O)N1CCc2cc(S(=O)(=O)Nc3ccccc3N3CCN(C)CC3)ccc21,1.0,15.0,0.0,1.09
CCCS(=O)(=O)N1CCCC(C(=O)NCc2ccco2)C1 (stereo not drawn),-3.5,19.0,-1.0,1.15
CC(C)CCN1CC(C(=O)NC(C)C)CC1=O (stereo not drawn),0.0,10.0,-20.0,0.99
N#CCCCN1C(=O)C(O)(CC(=O)c2ccc3c(c2)OCCO3)c2ccccc21 (stereo not drawn),0.5,5.0,-15.0,1.13
CCS(=O)(=O)N1CCC(C(=O)NCc2cccnc2)CC1,5.0,2.0,1.0,1.05

Given with the structure last: part of the list above.
VLA-4 agonist	LNCaP diff act	VLA-4 antagonist	Jurkat autofluor	molecule
3.0	3.0	17.0	0.97	CCOC(=O)c1oc2ccccc2c1NC(=O)c1cccs1
1.0	15.0	0.0	1.09	CC(=O)N1CCc2cc(S(=O)(=O)Nc3ccccc3N3CCN(C)CC3)ccc21
-3.5	19.0	-1.0	1.15	CCCS(=O)(=O)N1CCCC(C(=O)NCc2ccco2)C1 (stereo not drawn)
0.0	10.0	-20.0	0.99	CC(C)CCN1CC(C(=O)NC(C)C)CC1=O (stereo not drawn)
0.5	5.0	-15.0	1.13	N#CCCCN1C(=O)C(O)(CC(=O)c2ccc3c(c2)OCCO3)c2ccccc21 (stereo not drawn)
5.0	2.0	1.0	1.05	CCS(=O)(=O)N1CCC(C(=O)NCc2cccnc2)CC1

Going on with the list:
Molecule,VLA-4 agonist,LNCaP diff act,VLA-4 antagonist,Jurkat autofluor
CCn1c(SCc2cccc(C(F)(F)F)c2)nnc1-c1ccco1,-17.5,8.0,12.0,1.1
CCC(C)NC(=O)c1cc(-c2ccccc2O)on1 (stereo not drawn),4.0,8.0,-3.0,1.03
CCc1nnc2n1N=C(c1ccc(-c3ccc(Cl)cc3Cl)o1)CS2,0.0,18.0,-7.0,1.03
COC(=O)c1ccc2c(c1)N(Cc1ccccc1F)C(=O)c1ccccc1S2=O (stereo not drawn),?,6.0,?,1.16
CC(=O)c1c(N)[nH]c(-c2ccccc2)nc1=S,3.0,7.0,-11.0,1.1
CCCS(=O)(=O)N1CCCC(C(=O)N2CCOCC2)C1 (stereo not drawn),-3.5,6.0,-6.5,1.02
CCOCCCNC(=O)C1CCN(c2cc(C)nc3c(-c4ccc(OC)c(OC)c4)c(C)nn23)CC1,-1.0,2.0,50.0,0.97
O=c1[nH][nH]c(=O)c2cc(N3CCCC3)ccc12,12.0,7.0,-11.0,1.01
COCCNC(=O)CSc1nc2ccccc2c(=O)n1CC1CCCO1 (stereo not drawn),?,3.0,?,1.11
COC(=O)c1ccc(NC(=O)CN(c2ccc(C)cc2)S(=O)(=O)c2c(C)n[nH]c2C)cc1,?,6.0,?,1.02
Cn1c(=O)[nH]c(=O)c2c1nc(N1CCCC1)n2CC(O)COc1ccccc1 (stereo not drawn),?,4.0,1.0,1.02
CCOC(=O)c1ccc(NC(=O)Cn2cccc2)cc1,0.0,3.0,-11.0,1.06
COc1ccc2nc3oc(C(=O)N4CCN(c5ccccc5F)CC4)cc3cc2c1,?,5.0,?,1.05
O=C1c2ccccc2C(=O)N1OCc1ccccc1,2.5,9.0,-4.5,1.04
CCOC(=O)N1CCN(C(=O)Cn2nc(C)c3sc4ccccc4c3c2=O)CC1,3.0,12.0,4.0,1.1
CCCCN(CC)CCCNC(=O)c1cc2c(=O)n(C)c3ccccc3c2n1C,2.0,23.0,-3.0,1
COc1cc(C2c3sc(=O)[nH]c3SC3C4CCC(C4)C23)ccc1O (stereo not drawn),0.0,2.0,-11.0,0.97
COc1ccc(OCC(O)CN2CCCCC2)cc1 (stereo not drawn),-5.0,2.0,3.0,1.06
CCOCCOC(=O)c1[nH]c2c(c1C)C(=O)CC(c1ccc(N(C)C)cc1)C2 (stereo not drawn),1.0,5.0,-11.0,1.01
Cc1nnc2ccc(N3CCC(C(N)=O)(N4CCCCC4)CC3)nn12,6.0,9.0,-8.0,0.92
CC(C)OC(=O)c1cccc(C(=O)OCc2ccco2)n1,-2.0,12.0,6.0,0.96
CSc1ncc(Cl)c(C(=O)Nc2ccc(S(=O)(=O)N3CCOCC3)cc2)n1,2.0,9.0,-3.5,1.1
COc1ccc2[nH]c3c(=O)n(CCCCC(=O)N4CCC(C(N)=O)CC4)c(=S)[nH]c3c2c1,-2.0,6.0,-5.0,1.07
CC(=O)[C@@]1(O)CC[C@H]2[C@@H]3CCC4=CC(=O)CC[C@]4(C)[C@H]3[C@@H](O)C[C@@]21C,2.5,8.0,-19.5,1.02
COc1ccc(N(CC(=O)Nc2ccc(C)cn2)S(=O)(=O)c2c(C)noc2C)cc1,2.0,12.0,20.0,1.1

Carrying on.
Molecule,VLA-4 agonist,LNCaP diff act,VLA-4 antagonist,Jurkat autofluor
CCc1nc(SCC(=O)Nc2nccs2)c2oc3ccccc3c2n1,-4.0,16.0,-7.0,1.03
OCCN1CCN(CCCN2c3ccccc3Sc3ccc(C(F)(F)F)cc32)CC1,6.0,13.0,-11.5,1.02
Cc1nn(Cc2ccccc2Cl)c(C)c1NC(=O)C1C2CCC(O2)C1C(=O)O (stereo not drawn),6.0,12.0,-20.0,1
O=C(NCc1ccc(F)cc1)c1cc(-c2ccco2)on1,5.7,11.0,-14.5,1.02
Cc1cc2oc(C(=O)NC3CCS(=O)(=O)C3)c(C)c2cc1C (stereo not drawn),-5.0,12.0,-19.0,1.11
O=C(/C=C/c1ccccc1)c1ccccc1,-10.5,6.0,-3.5,1.05
O=C1c2cccnc2C(=O)N1Cc1ccc(F)cc1,11.0,13.0,-8.0,1.03
CCOC(=O)CSc1nc2ccsc2c(=O)n1C1CCN(C(=O)OCC)CC1,8.0,13.0,-10.0,1.01
CC1CCCN(C(C(=O)Nc2ccc3c(c2)OCO3)c2ccccc2)C1 (stereo not drawn),-7.0,13.0,12.0,1.05
O=C(CN(CC1CCCO1)C(=O)CCC(=O)Nc1ccccn1)NCC1CCCO1 (stereo not drawn),1.0,4.0,-13.5,0.99
CCCCCn1c(=N)n(CC(O)COc2ccccc2OC)c2ccccc21 (stereo not drawn),-1.0,34.0*,11.0,1.16
Cc1ccc(Cn2c(CN3CCOCC3)nc3c2c(=O)n(C)c(=O)n3C)cc1,-3.0,3.0,-22.5,1
O=C(C1CCCN(S(=O)(=O)c2cnc[nH]2)C1)N(CCc1ccccc1)Cc1ccccc1 (stereo not drawn),-2.0,16.0,1.0,1.13
Cc1cc(Cn2ccnc2)c(C)cc1Cn1ccnc1,-2.0,10.0,-9.0,1.02
CC(C)CC(NC(=O)OC(C)(C)C)C(=O)NC(C(=O)N1CCCC1C(N)=O)C(C)C (stereo not drawn),-4.0,4.0,-8.5,1.06
Cc1c(NC(=O)C2CCCNC2=O)c(=O)n(-c2ccccc2)n1C (stereo not drawn),3.5,15.0,-26.5,0.97
Cn1c(-c2ccccc2)c(CCO)c2ccccc21,-9.5,11.0,-6.0,1.16
COc1ccc(C(C(=O)OC(C)CN(C)C)c2ccccc2)cc1 (stereo not drawn),?,6.0,?,1.38

These rows are one share of the data (hit frequency here may not be typical).
